ERb SRC1 inh: ER-beta (human) coactivator binding inhibition; Q92731; TR-FRET ER-beta LBD / SRC1-Cy5 peptide binding; receptor agonist-loaded with 1 µM estradiol; inhibition, % at 25.6 µM; 86,000 compounds, 1.3% hits; AID 633;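 active = compounds whose percent inhibition of the receptor-coactivator binding signal exceeds about 50% in the single-dose screen, limit read from the data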;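 also: 0% = receptor plus peptide wells without compound and 100% = peptide-only wells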
Target sequence (Q92731 whole entry, looked up, the tested form may be a part): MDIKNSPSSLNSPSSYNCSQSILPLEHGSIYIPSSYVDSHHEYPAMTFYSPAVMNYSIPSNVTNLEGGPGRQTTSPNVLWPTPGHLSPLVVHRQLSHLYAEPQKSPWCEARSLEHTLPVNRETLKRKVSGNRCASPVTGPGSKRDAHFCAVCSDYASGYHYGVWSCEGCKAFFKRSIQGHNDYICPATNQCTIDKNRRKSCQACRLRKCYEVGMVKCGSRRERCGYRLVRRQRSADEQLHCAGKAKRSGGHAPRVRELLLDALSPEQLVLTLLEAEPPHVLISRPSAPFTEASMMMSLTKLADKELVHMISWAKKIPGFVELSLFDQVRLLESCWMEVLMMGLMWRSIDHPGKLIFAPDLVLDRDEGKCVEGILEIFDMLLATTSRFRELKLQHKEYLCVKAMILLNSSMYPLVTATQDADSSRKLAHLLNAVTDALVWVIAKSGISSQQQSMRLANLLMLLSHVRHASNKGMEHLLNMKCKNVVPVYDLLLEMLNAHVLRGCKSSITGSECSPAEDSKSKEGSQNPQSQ
Candida biofilm: kills Candida albicans biofilms; 85,000 compounds, 0.14% hits; C. albicans biofilm + clotrimazole, Alamar Blue; inhibition, % at 6 µM;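 active = inhibition above 20%; inactive = inhibition below 20%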;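 also: preformed 24 hr biofilms exposed to compound for 48 hr; 0% = biofilm without compound and 100% = blank killed by clotrimazole plus chlorhexidine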
sEH inhibitor: inhibitors of human soluble epoxide hydrolase. P34913. recombinant human sEH enzymatic activity assay. inhibition, % at 2 µM. 91,000 compounds, 0.34% hits. AID 707; in the data active = inhibition above about 80%; also: values of inactives mirror those of a sister screen read the other way; many of its hits are not listed in these tables
Target sequence (P34913 whole entry, looked up): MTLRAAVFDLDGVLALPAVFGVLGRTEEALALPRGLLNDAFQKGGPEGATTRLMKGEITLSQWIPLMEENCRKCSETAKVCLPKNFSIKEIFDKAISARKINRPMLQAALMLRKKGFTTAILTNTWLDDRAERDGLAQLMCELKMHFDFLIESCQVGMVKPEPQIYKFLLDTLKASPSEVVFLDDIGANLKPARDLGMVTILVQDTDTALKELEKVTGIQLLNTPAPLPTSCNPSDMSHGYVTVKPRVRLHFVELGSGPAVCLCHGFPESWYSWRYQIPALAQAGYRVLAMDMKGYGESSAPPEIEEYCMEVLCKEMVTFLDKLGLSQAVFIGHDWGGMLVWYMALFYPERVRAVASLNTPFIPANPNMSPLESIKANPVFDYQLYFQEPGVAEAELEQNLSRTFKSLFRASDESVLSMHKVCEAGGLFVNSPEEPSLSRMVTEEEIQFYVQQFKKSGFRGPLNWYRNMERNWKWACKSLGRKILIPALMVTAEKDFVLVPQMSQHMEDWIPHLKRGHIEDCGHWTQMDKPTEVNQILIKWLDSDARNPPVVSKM
VCAM1 TNFa inh: reduces TNF alpha induced VCAM1 expression in HUVEC; HUVEC TNFa-induced VCAM-1 immunofluorescence, high-content imaging; inhibition, % at 2 µM; 95,000 compounds, 0.48% hits;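 active = inhibition above the batch mean plus 3 SD, with images confirmed as a hit by eye, cut at about 37% in these data; inconclusive = inhibition above that limit but hit not confirmed in images; inactive = inhibition not above that limit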;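 also: 0% = TNF-stimulated DMSO wells and 100% = unstimulated control wells; not every result past the cut was called active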
HUVEC tox IL1B: HUVEC cytotoxicity counter-screen, IL-1B stimulated. 94,000 compounds, 0.41% hits. cell count reduction, % at 2 µM. HUVEC cell count loss, Hoechst imaging. AID 845;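 active = cell count reduction more than 3 SD above the screen-wide mean, cut at about 70% in these data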;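 also: normalized per plate to untreated control cells as the no-loss baseline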
sEH activator: increases human soluble epoxide hydrolase activity. purified human sEH enzymatic activity, activator screen. 91,000 compounds, 0.04% hits. activation, % at 2 µM; in the data active = activation above about 37%; also: values of inactives mirror those of a sister screen read the other way
F-actin modifier: cytoskeleton assembly modification. HUVEC TNFa F-actin phalloidin imaging, high content. inhibition, % at 2 µM. 91,000 compounds, 0.18% hits. AID 836;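 active = inhibition above the batch mean plus 3 SD and confirmed as a hit by visual image inspection, cut at about 30% in these data, passing the limit was not always enough; inconclusive = above the inhibition threshold but rejected on visual inspection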; also: strong numbers were not always called active
HUVEC tox TNFa: toxic to HUVEC cells under TNF alpha stimulation | HUVEC TNFalpha-stimulated, Hoechst cell count, imaging | cell count reduction, % at 2 µM | 93,000 compounds, 0.17% hits;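 active = cell count reduction exceeding the screen mean by over 5 SD, scaled to untreated wells per plate, cut at about 78% in these data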;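 also: cells counted after 24 h of TNF alpha exposure following the 1 h pretreatment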
Smad3 FoxH1 inh: Smad3 (human) transcription factor binding inhibition. P84022. TR-FRET Smad3/Dy647-FoxH1 peptide binding, europium anti-His. inhibition, % at 25 µM. 88,000 compounds, 0.29% hits. AID 630;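 active = compounds that reduce the energy-transfer binding signal between the protein and its labelled peptide by more than half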;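 also: 0% = Smad3 plus labelled peptide maximal FRET and 100% = peptide-only background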
Active calls of the source: *; u = inconclusive; x = not tested or not shown; [ ] = remark or other dose.

SMILES | ERb SRC1 inh | Candida biofilm | sEH inhibitor | VCAM1 TNFa inh | HUVEC tox IL1B | sEH activator | F-actin modifier | HUVEC tox TNFa | Smad3 FoxH1 inh
CC(C)(C)NC(=O)CSc1nc(-c2ccccc2)c(-c2ccccc2)[nH]1 | x | x | 4 | 5 | -7 | -1 | -2 | -15 | x
O=C(N/N=C/c1cccs1)c1cc(-c2ccc3ccccc3c2)n[nH]1 | x | x | -4 | -7 | 18 | 7 | 40 | -23 | x
CC(Oc1ccc(-c2ccccc2)cc1)C(=O)N1CCOCC1 (stereo unspecified) | 4 | 3 | -5 | 1 | -14 | 6 | 6 | -5 | -3
C#CCOC(=O)c1ccccc1C(=O)O | -6 | 6 | 0 | -5 | -14 | 1 | -4 | -18 | -3
O=C(NC1CCCC1)C1CCCN1S(=O)(=O)c1cccc2cccnc12 (stereo unspecified) | -7 | 3 | 7 | 7 | 1 | -8 | -17 | -21 | 6
CCOC(=O)c1[nH]c2cc(OC)c(OC)cc2c1N | 6 | 3 | 2 | -2 | -24 | -5 | -4 | -4 | 7
COc1ccc(C2N(c3ccccn3)C(=O)C3CCCN32)c(OC)c1 (stereo unspecified) | -4 | 1 | x | 47 | -6 | x | -38 | 57 | 2
COc1cccc(-n2c(Cc3cc(=O)[nH]c(=O)[nH]3)nnc2SCC(=O)NC2CCCC2)c1 | -8 | -2 | -26 | 5 | 7 | 27 | 8 | -4 | 1
CC(=O)Nc1cc2c(cc1C(=O)C(C)C)OCCO2 | -5 | 8 | -2 | 1 | -1 | 5 | 4 | 7 | 13
Cc1cc2c3c(c1)C1(C(=O)N3C(C)(C)CC2C)C(C#N)=C(N)Oc2n[nH]c(C)c21 (stereo unspecified) | 2[fluorescence artefact?] | 5 | 4 | -12 | x | 0 | 10 | -9 | 2
Cc1cc(NC(=O)C2CCCN(S(=O)(=O)c3c(C)noc3C)C2)n[nH]1 (stereo unspecified) | -4 | 5 | 5 | -4 | 10 | -4 | 8 | 6 | 6
CCOc1ccc(-n2c(SCc3nc(-c4ccc(C)cc4)no3)nnc2-c2ccncc2)cc1 | 3[fluorescence artefact?] | -1 | -12 | 8 | 10 | 15 | 1 | 8 | -11
COc1ccc(OC)c(S(=O)(=O)Nc2cc(OC)c(Cl)cc2OC)c1 | -7 | 2 | -2 | 6 | -11 | 5 | 2 | -9 | -22
OC1CCCN(Cc2c3ccccc3cc3ccccc23)C1 (stereo unspecified) | -7 | x | 6 | -13 | 11 | -8 | 10 | -30 | 1
CCn1c(COc2ccc(=O)n(-c3ccccc3)n2)nnc1SCc1ccc(OC)cc1 | x | x | 1 | 6 | 8 | 1 | 12 | -8 | x
O=C(COc1ccc(Cl)cc1Cl)NCCCn1ccnc1 | -5[fluorescence artefact?] | 4 | -10 | -21 | 18 | 10 | 38 | -32 | -4
Cc1cc2nc(CCN(Cc3cccnc3)C(=S)Nc3ccc(F)cc3)[nH]c2cc1C | x | x | 2 | 21 | -32 | 0 | -30 | 1 | x
C=CCn1c(SCc2nc3ccccc3c(=O)[nH]2)nnc1-c1cc2cc(Cl)ccc2o1 | 5[fluorescence artefact?] | 0 | -4 | -2 | -25 | 5 | -3 | -37 | 8[fluorescence artefact?]
Cc1ccc(Cn2c(CN3CCOCC3)nc3c2c(=O)n(C)c(=O)n3C)cc1 | 7 | -2 | -13 | 14 | -25 | 10 | 8 | x | -4
O=C(Nc1ccccc1C(=O)NC(Cc1ccccc1)C(=O)NC1CCCCCC1)c1ccccc1 (stereo unspecified) | x | x | -22 | 0 | 33 | 22 | 3 | -16 | x
CCOC(=O)CSc1ccc(-c2nc3cc(C)c(C)cc3[nH]2)cn1 | 15 | 7 | 68 | 8 | 0 | -67 | -2 | -3 | 15
CC(C)(C)c1ccc(OCC(O)CSc2ncn[nH]2)cc1 (stereo unspecified) | -10 | 7 | 6 | 9 | -12 | -9 | 7 | -17 | 13
CCOC(=O)CCCNC(=O)CN1C(=O)NC(CCc2ccccc2)C1=O (stereo unspecified) | -5[fluorescence artefact?] | 0 | 1 | -4 | 8 | -1 | -3 | -10 | 0
CNc1cnn(-c2ccccc2)c(=O)c1Cl | x | x | -17 | 4 | 21 | 18 | -6 | -9 | x
NC(=O)c1ccsc1NC(=O)CSc1ccccc1F | 9 | 7 | -7 | 4 | 10 | 7 | -6 | -17 | -2

Rewritten with tabs: part of the list above
SMILES	ERb SRC1 inh	Candida biofilm	sEH inhibitor	VCAM1 TNFa inh	HUVEC tox IL1B	sEH activator	F-actin modifier	HUVEC tox TNFa	Smad3 FoxH1 inh
CCOC(=O)CCCNC(=O)CN1C(=O)NC(CCc2ccccc2)C1=O (stereo unspecified)	-5[fluorescence artefact?]	0	1	-4	8	-1	-3	-10	0
CNc1cnn(-c2ccccc2)c(=O)c1Cl	x	x	-17	4	21	18	-6	-9	x

The listing picks up, repeating the 6 entries before the break.
SMILES | ERb SRC1 inh | Candida biofilm | sEH inhibitor | VCAM1 TNFa inh | HUVEC tox IL1B | sEH activator | F-actin modifier | HUVEC tox TNFa | Smad3 FoxH1 inh
O=C(Nc1ccccc1C(=O)NC(Cc1ccccc1)C(=O)NC1CCCCCC1)c1ccccc1 (stereo unspecified) | x | x | -22 | 0 | 33 | 22 | 3 | -16 | x
CCOC(=O)CSc1ccc(-c2nc3cc(C)c(C)cc3[nH]2)cn1 | 15 | 7 | 68 | 8 | 0 | -67 | -2 | -3 | 15
CC(C)(C)c1ccc(OCC(O)CSc2ncn[nH]2)cc1 (stereo unspecified) | -10 | 7 | 6 | 9 | -12 | -9 | 7 | -17 | 13
CCOC(=O)CCCNC(=O)CN1C(=O)NC(CCc2ccccc2)C1=O (stereo unspecified) | -5[fluorescence artefact?] | 0 | 1 | -4 | 8 | -1 | -3 | -10 | 0
CNc1cnn(-c2ccccc2)c(=O)c1Cl | x | x | -17 | 4 | 21 | 18 | -6 | -9 | x
NC(=O)c1ccsc1NC(=O)CSc1ccccc1F | 9 | 7 | -7 | 4 | 10 | 7 | -6 | -17 | -2
COc1ccc(Cl)cc1N(CC(=O)N1CCC(C)CC1)S(C)(=O)=O | 2 | 10 | x | 26 | -38 | x | 1 | 45 | 0
NC(=O)c1ccccc1NC(=O)NC1CCCCC1 | 9 | 7 | 6 | 7 | -5 | -6 | 15 | -7 | 13
O=[N+]([O-])c1ccc(Oc2ccc(F)cc2Br)c2ccncc12 | -3 | -2 | -9 | -3 | 5 | 10 | 1 | 11 | 3
CCOC(=O)c1sc2ncn(/N=C/c3cccnc3)c(=O)c2c1C | -1 | 7 | 12 | 5 | -21 | -13 | x | -68 | -4
Cc1nn(CC(=O)Nc2ccc3c(c2)nc(CN2CCCC2)n3C)c(=O)c2ccccc12 | 40[fluorescence artefact?] | -1 | -11 | -3 | -15 | 8 | 5 | -4 | 4
O=C1CC(NNc2nc3ccccc3s2)C(=O)N1c1ccccc1 (stereo unspecified) | x | x | -15 | 11 | 2 | 16 | -21 | 4 | x
COc1cccc(C(=O)N(CN2CCCC2=O)c2cc(C)on2)c1 | -4 | 5 | x | 14 | 9 | x | -12 | -20 | 8
C#CC(=O)N(c1cccc(OC)c1)C(C(=O)NC1CCCC1)c1cccs1 (stereo unspecified) | x | x | 2 | u | 14 | 1 | -26 | 22 | x
Cn1cc(SCC(=O)Nc2nccs2)c2ccccc21 | 3 | 11 | x | 11 | -4 | x | -16 | -28 | 12
Cc1ccc(C(=O)Nc2ccccc2-c2ccccc2)o1 | 1[fluorescence artefact?] | 3 | -1 | 11 | 12 | 4 | 4 | -8 | 6
CC1C[C@@]2(NC(=O)NC2=O)C(C)CN1C (stereo partly specified) | x | x | -5 | 8 | -31 | 5 | 8 | -7 | x
COc1cc(OC)cc(C(=O)Nc2ccccc2N2CCOCC2)c1 | -10 | 4 | 7 | 8 | -4 | -7 | 44 | -17 | -3
Cc1ccc(CCNC(=O)CC2Oc3ccc(C)cc3NC2=O)cc1 (stereo unspecified) | 1 | 8 | 24 | 16 | -45 | -25 | 8 | -12 | 4
Cc1c(C(=O)NCC2COc3ccccc3O2)oc2ccc(S(=O)(=O)N3CC(C)CC(C)C3)cc12 (stereo unspecified) | -24 | 5 | 4 | 17 | -34 | -2 | 4 | -47 | -4
Oc1ccc(C=Nc2cccc3ncccc23)c(O)c1 | 25 | 4 | 4 | 6 | -2 | -8 | 6 | -6 | -7
CCOC(=O)c1cc(-c2ccccc2)sc1NC(=O)C(C)(C)C | x | x | -2 | 16 | -9 | 2 | -17 | -9 | x
O=C(c1cnn2ccccc12)N1CCc2ccccc21 | 8 | 13 | x | -1 | -3 | x | -14 | -33 | 6
Cc1cc(Nc2ccccc2C(=O)O)nc2nc3ccccc3c(=O)n12 | 4 | -4 | -16 | -1 | -26 | 15 | -9 | -11 | -5
COCCNC(=O)CN1CCOc2ccccc21 | -6 | 9 | -3 | -20 | 5 | 2 | 5 | -17 | 10
COc1ccc(-n2nnc3c(SCC(=O)Nc4ccc5c(c4)OCCO5)ncnc32)cc1 | 4[fluorescence artefact?] | 2 | 40 | 3 | -10 | -41 | 21 | -10 | 10
CSc1cccc(NS(=O)(=O)c2ccc3c(c2)oc(=O)n3C)c1 | -7 | 3 | x | 5 | 6 | x | 7 | -34 | -7
CCn1nc(CC(=O)Nc2ccc(-n3cnnn3)c(OC)c2)c2ccccc2c1=O | -2 | 1 | 38 | -1 | 8 | -35 | 20 | -2 | -1
S=C(Nc1ccccc1)N1N=CCC1c1ccccc1 (stereo unspecified) | -13 | -4 | 5 | 14 | 9 | -5 | -12 | -10 | -7
CC1(C)CC(=O)CC(C)(C)N1OC(=O)c1ccncc1 | 5 | 5 | -9 | 2 | -6 | 9 | 15 | -24 | -2
CC1CCC(NC(=O)Cn2c(=O)[nH]c3ccsc3c2=O)CC1 (stereo unspecified) | -7 | 0 | x | 3 | -15 | x | 10 | 0 | 4[fluorescence artefact?]
Additional records
SMILES | ERb SRC1 inh | Candida biofilm | sEH inhibitor | VCAM1 TNFa inh | HUVEC tox IL1B | sEH activator | F-actin modifier | HUVEC tox TNFa | Smad3 FoxH1 inh
CC1(C)CC(=O)C2=C(C1)Nc1ccccc1N1C(=O)c3ccccc3C21 (stereo unspecified) | 12 | -1 | 4 | -6 | 13 | -6 | -8 | -2 | 4
Cc1ccc(N2C(N)=C(C#N)C(c3cccnc3)C3=C2CCCC3=O)cc1 (stereo unspecified) | -7 | 9 | -4 | -9 | -25 | 2 | -24 | 0 | -3
O=C(NNC(=O)C1CCCCC1)c1cnccn1 | x | x | -3 | 0 | 5 | 4 | 6 | 2 | x
COP(=O)(/C=C/c1ccccc1)C(O)c1ccc(F)cc1 (stereo unspecified) | -5[fluorescence artefact?] | 6 | 0 | 5 | -6 | 1 | -7 | -6 | 2
CCSc1nnc2n(N)c(=O)c3ccccc3n12 | x | x | -4 | -16 | -7 | 4 | -2 | -10 | x
O=C(Nc1nc2ccccc2s1)C1CC(=O)N(c2ccccc2)C1 (stereo unspecified) | -11 | 5 | 1 | 11 | 0 | 3 | 2 | -5 | 4
Cc1cc(C)c2cc(CN(CC3CCCO3)C(=O)NC3CCCCC3)c(=O)[nH]c2c1 (stereo unspecified) | 0 | 3 | -2 | -4 | -13 | 7 | 8 | -8 | -6
CCSc1nnc(NC(=O)CSc2nccn2-c2cc(C)cc(C)c2)s1 | -8 | 4 | 7 | 26 | -4 | -6 | 22 | 35 | 3
c1ccc(CSc2nnc(-c3ccncc3)o2)cc1 | 1 | 7 | 10 | -58 | -32 | -12 | -14 | -16 | -11
Cc1ccc(NC(=O)CS(=O)CC(=O)NCC2CCCO2)cc1 (stereo unspecified) | 4 | 6 | 5 | -6 | 4 | -6 | 2 | -12 | -14
CCN(CC)CCn1c(NCc2ccco2)nc2ccccc21 | -16 | 8 | 13 | -10 | -4 | -11 | 12 | 6 | 16[fluorescence artefact?]
c1coc(CN2CN=C(Nc3nc4ccccc4s3)NC2)c1 | 4 | -3 | -11 | x | -12 | 9 | x | x | 10

Not all compounds are listed; count on the stated rates, not on these rows.
